TPT1 inhibitor: inhibitors of Candida albicans tRNA 2'-phosphotransferase TPT1 | recombinant caTPT1, FP RNA substrate dephosphorylation | inhibition, % at 5 µM | 300,000 compounds, 0.81% hits;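 active means inhibition above the mean of all tested compounds plus 3 SD, set per screening campaign, cut at about 24% in these data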;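 further: plate controls were DMSO alone for no effect and ferristatin control at 100 nM for full effect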
core dimer inh: HCV core protein dimerization inhibition; AID 1899; inhibition, % at 5 µM; 300,000 compounds, 0.33% hits; TR-FRET GST/Flag-core106 dimerization, 1536-well;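 active means inhibition above the mean of all tested compounds plus 3 SD, set per screening campaign, cut at about 45% in these data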
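Material: GST/Flag-tagged HCV core106 proteins. Incubation: 4 h, 22.5 °C incubation. Read-out basis: inhibition (%) from 671 over 617 nm ratio. Measured by: TR-FRET, excitation 340 nm, emission 617 and 671 nm.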
EBNA-1 inh: blocks EBNA-1 binding to DNA; EBNA-1 DNA binding, fluorescence polarization; inhibition, % at 14.8 µM; 300,000 compounds, 0.34% hits; in the data active means inhibition above about 28%
PP5 primary: inhibitors of human protein phosphatase 5 (PP5); P53041; AID 1987; 320,000 compounds, 0.18% hits; purified PP5c, OMFP substrate fluorescence; inhibition, % at 6.7 µM;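 active means inhibition above the campaign's mean inhibition across all tested compounds plus 3 SD, cut at about 9.5% in these data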;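 further: 0% = DMSO only and 100% = 100 µM cantharidin control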
Target sequence (P53041 whole entry, looked up): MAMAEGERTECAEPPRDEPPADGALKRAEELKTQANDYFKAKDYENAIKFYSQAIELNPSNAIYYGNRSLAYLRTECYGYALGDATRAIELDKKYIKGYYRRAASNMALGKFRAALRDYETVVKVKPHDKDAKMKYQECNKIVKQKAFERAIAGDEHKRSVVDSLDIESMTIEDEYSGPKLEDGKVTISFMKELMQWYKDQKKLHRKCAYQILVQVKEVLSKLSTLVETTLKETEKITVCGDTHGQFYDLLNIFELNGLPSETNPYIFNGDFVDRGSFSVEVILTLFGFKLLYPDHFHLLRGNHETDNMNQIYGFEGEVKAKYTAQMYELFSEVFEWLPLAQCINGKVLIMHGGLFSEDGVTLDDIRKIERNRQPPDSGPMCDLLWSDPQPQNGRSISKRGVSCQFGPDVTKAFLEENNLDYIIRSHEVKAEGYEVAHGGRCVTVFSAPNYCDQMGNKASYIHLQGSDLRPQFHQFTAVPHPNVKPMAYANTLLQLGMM
ZTA DNA inh: blocks Epstein-Barr virus ZTA, an EBNA-1 counter-screen. inhibition, % at 11 µM. P03206. 320,000 compounds, 0.15% hits. ZTA-DNA binding, fluorescence polarization; in the data active means inhibition above about 33%
PP1 counter: PP1-alpha (human) inhibition in PP5 counter-screen. inhibition, % at 6.7 µM. purified PP1alpha, OMFP fluorescence. P62136. 320,000 compounds, 0.9% hits;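 active means inhibition above the mean inhibition of all tested compounds plus 3 SD, computed separately for each screening campaign, cut at about 15% in these data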
CTSL1 counter: blocks F. hepatica cathepsin L1 in PFM18AAP counter-screen; recombinant F. hepatica cathepsin L1, Z-Leu-Arg-MCA fluorescence; AID 1906; inhibition, % at 5.96 µM; 300,000 compounds, 0.49% hits;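 active means inhibition above the mean of all tested compounds plus 3 SD, set per screening campaign, cut at about 17% in these data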;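 further: 0% = plate median of test compound wells and 100% = 1 µM Z-Phe-Ala-diazomethylketone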
GASC-1 inh: human JMJD2C demethylase inhibition; Q9H3R0; GST-JMJD2C(1-420) H3K9me3 demethylation, DELFIA europium; 330,000 compounds, 0.069% hits; AID 2099; inhibition, % at 2.35 µM;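 active means more than half of a compound's replicate wells show inhibition beyond 50%, single wells judged on their own value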;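 further: signal counts dimethyl H3K9 product captured on neutravidin plate; 0% = median of DMSO wells and 100% = 0.3 times that DMSO median; strong numbers were not always called active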
Target sequence (Q9H3R0 1-420 limits assumed): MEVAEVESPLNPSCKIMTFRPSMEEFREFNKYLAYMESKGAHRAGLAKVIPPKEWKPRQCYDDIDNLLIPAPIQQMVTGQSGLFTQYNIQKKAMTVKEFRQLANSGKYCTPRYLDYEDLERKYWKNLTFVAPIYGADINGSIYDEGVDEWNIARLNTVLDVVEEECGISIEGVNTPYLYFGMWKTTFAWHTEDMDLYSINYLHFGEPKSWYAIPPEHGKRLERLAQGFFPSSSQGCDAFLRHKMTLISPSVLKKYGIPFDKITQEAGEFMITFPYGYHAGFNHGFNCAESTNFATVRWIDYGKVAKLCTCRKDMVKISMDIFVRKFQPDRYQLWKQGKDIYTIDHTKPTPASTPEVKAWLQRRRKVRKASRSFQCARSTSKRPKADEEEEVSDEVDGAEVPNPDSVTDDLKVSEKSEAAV
CR mimetic SO: yeast age-related superoxide inhibition as caloric restriction mimetic; S. cerevisiae aged cells, superoxide DHE fluorescence; stronger effect = lower value; superoxide response (% of plate mean), % at 10 µM; 330,000 compounds, 0.18% hits; AID 2690;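 active means superoxide response under a set limit, about three screen SD below normal, cut at about 65% in these data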;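 further: yeast aged for seven days with compound at 30 °C before DHE staining; 100% = average MFI of all compound-treated wells on the plate with controls excluded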
* hit, by the source's call; · = not tested or not shown.

SMILES | TPT1 inhibitor | core dimer inh | EBNA-1 inh | PP5 primary | ZTA DNA inh | PP1 counter | CTSL1 counter | GASC-1 inh | CR mimetic SO
CC(=O)Nc1nc(C)nc(-c2ccccc2OC(C)=O)n1 | -4 | 1 | -1 | 2.8 | 2 | -8 | -2 | -5 | 122
COc1ccccc1-n1c(N)cc(=O)nc1SCC(=O)Nc1cc(C)on1 | -2 | -1 | -1 | 1.0 | 0 | 0 | 1 | -10 | 103
O=C(CCn1c(=S)oc2ccccc21)Nc1cccc(F)c1 | 0 | 0 | 12 | 1.4 | -4 | 0 | 4 | 1 | 84
O=C(CSCc1c(Cl)cccc1Cl)Nc1ccc2c(c1)OCO2 | -4 | 2 | -9 | 0.9 | 1 | -1 | -1 | 2 | 99
Cc1cc(C(=O)CSCCCn2c(=O)[nH]c3ccccc32)c(C)n1C | -1 | 8 | -12 | 1.2 | -2 | -2 | 5 | -8 | 109
Cn1c(/C(C#N)=C/c2ccncc2)nc2ccccc21 | -1 | -6 | 10 | -0.2 | -1 | -4 | 4 | 4 | 100
COc1cc(NC(=O)CN(c2ccc(C)cc2)S(=O)(=O)c2c(C)nn(C)c2C)cc(OC)c1 | -1 | -6 | 5 | 5.3 | -2 | 0 | 2 | 13 | 100
O=C(NCC(c1ccc(F)cc1)N1CCOCC1)c1cccnc1Sc1ccccc1Cl (configuration not stated) | -1 | -10 | -4 | -2.9 | -13 | -10 | -1 | 3 | 95
CCOC(=O)N1CCN(C(=O)Cn2nc(C)n3nc(-c4ccc(CC)cc4)cc3c2=O)CC1 | -1 | 11 | 6 | 1.3 | 6 | -4 | -3 | -8 | 139
CC(=O)Nc1cccc(C(=O)N2CCC(n3nccc3NC(=O)CC(C)C)CC2)c1 | 1 | 0 | -5 | -0.7 | 5 | 0 | 1 | -9 | 97
CC1=C(C(=O)Nc2ccccc2)C(c2ccncc2)n2nnnc2N1 (configuration not stated) | 0 | 4 | -10 | 2.6 | 4 | -5 | -5 | -5 | 98
COc1cccc(NC(=O)CN2C(=O)COc3ccc(C)cc32)c1 | 0 | -6 | -8 | 3.6 | -15 | -2 | 0 | -7 | 101
CCOc1ccccc1C(=O)N(C)Cc1cc2cc(OC)ccc2[nH]c1=O | 2 | 1 | 10 | 0.3 | -3 | -3 | 6 | 23 | 95
CCN(CCCNC(=O)C1CCC(=O)N1C1CCCC1)c1cccc(C)c1 (configuration not stated) | -3 | -3 | 18 | -0.9 | 0 | -3 | -3 | -4 | 104
Cc1ccc(S(=O)(=O)NCCNC(=O)c2ccccc2)cc1 | -2 | -3 | -3 | 0.2 | -3 | -1 | 2 | 4 | 102
CCCCCC(=O)NC(=S)NNC(=O)CC | 0 | -7 | 4 | 1.2 | 5 | -4 | -1 | 3 | 108
O=C(NCC(=O)N1CCOCC1)c1ccc(Br)o1 | -2 | -4 | -3 | 3.4 | 7 | 1 | 4 | -16 | 110
CC(C)(C)NS(=O)(=O)c1ccc(-c2csnn2)s1 | -3 | -1 | 8 | -1.0 | 21 | 0 | -1 | 5 | 94
CCOC(=O)c1c(C)[nH]c(C(=O)N2CCc3cc(OC)c(OC)cc3C2)c1C | 0 | -7 | -5 | 1.0 | -17 | -2 | -5 | 13 | 84
CN(CCCCN1CCOCC1)Cc1nc(-c2ccc3c(c2)OCO3)no1 | 0 | -3 | -1 | -0.7 | 18 | -2 | 0 | 4 | 98
CC(C)CC(=O)NC(=S)Nc1ccc(NC(=O)c2cccs2)cc1 | -2 | 1 | -7 | 3.9 | 1 | 0 | -1 | 9 | 95
Nc1nnc(CCN2C(=O)CSC2=O)s1 | -5 | -2 | 2 | 0.3 | 3 | -1 | -2 | 3 | 94
CCCn1ncc(C(=O)N(C)C2CCCN(Cc3ccccc3F)C2)c1C (configuration not stated) | 2 | -3 | 6 | -1.9 | 4 | -3 | -3 | 5 | 97
Cc1ccc2cc(CCNC(=O)C(C)(C)C)c(=O)[nH]c2c1 | -3 | 8 | 8 | 1.0 | 3 | -1 | -2 | 3 | 111
CN1CCCCC1=NCCCn1cnc2c1c(=O)n(C)c(=O)n2C | -2 | 0 | 12 | 3.8 | 11 | -1 | 0 | -8 | 86
COc1ccc(OCC(=O)Nc2ccc(OC)c(S(=O)(=O)N3CCCCC3)c2)cc1 | -4 | 0 | 9 | 0.3 | 4 | -1 | -2 | -5 | 101
CC1(CC(=O)N/N=C/c2cc([N+](=O)[O-])c(O)cc2O)OCCO1 | -2 | -3 | 10 | -1.3 | -1 | -2 | 5 | 2 | 110
Cc1ccc(C(=O)NCc2ccco2)cc1S(=O)(=O)N1CCCC1 | -5 | 0 | 4 | -0.3 | -12 | 0 | -2 | -17 | 85
OCc1nc2ccccc2n1CC(O)COc1ccccc1 (configuration not stated) | -2 | -14 | 6 | 0.1 | 9 | -2 | 1 | -3 | 104
COc1cccc(CN2CCNC(=O)C2CC(=O)NCCn2cccn2)c1OC (configuration not stated) | -11 | -16 | -1 | 4.0 | 10 | 0 | 6 | 2 | 110

4 entries from above, field by field.
Cc1ccc2cc(CCNC(=O)C(C)(C)C)c(=O)[nH]c2c1
  TPT1 inhibitor = -3; core dimer inh = 8; EBNA-1 inh = 8; PP5 primary = 1.0; ZTA DNA inh = 3; PP1 counter = -1; CTSL1 counter = -2; GASC-1 inh = 3; CR mimetic SO = 111

CN1CCCCC1=NCCCn1cnc2c1c(=O)n(C)c(=O)n2C
  TPT1 inhibitor = -2; core dimer inh = 0; EBNA-1 inh = 12; PP5 primary = 3.8; ZTA DNA inh = 11; PP1 counter = -1; CTSL1 counter = 0; GASC-1 inh = -8; CR mimetic SO = 86

COc1ccc(OCC(=O)Nc2ccc(OC)c(S(=O)(=O)N3CCCCC3)c2)cc1
  TPT1 inhibitor = -4; core dimer inh = 0; EBNA-1 inh = 9; PP5 primary = 0.3; ZTA DNA inh = 4; PP1 counter = -1; CTSL1 counter = -2; GASC-1 inh = -5; CR mimetic SO = 101

CC1(CC(=O)N/N=C/c2cc([N+](=O)[O-])c(O)cc2O)OCCO1
  TPT1 inhibitor = -2; core dimer inh = -3; EBNA-1 inh = 10; PP5 primary = -1.3; ZTA DNA inh = -1; PP1 counter = -2; CTSL1 counter = 5; GASC-1 inh = 2; CR mimetic SO = 110

Next part
SMILES | TPT1 inhibitor | core dimer inh | EBNA-1 inh | PP5 primary | ZTA DNA inh | PP1 counter | CTSL1 counter | GASC-1 inh | CR mimetic SO
Cc1ccsc1C(=O)NNC(=O)CCN1CCN(c2ccccc2)CC1 | 0 | 0 | -7 | 1.8 | -8 | 0 | -2 | 3 | 136
O=C(CN(c1ccccc1)S(=O)(=O)c1ccccc1)NCCSc1ccccn1 | 0 | -3 | -7 | 4.1 | -12 | 2 | 0 | 0 | 105
Cc1nnc(NC(=O)c2cc3n(n2)C(C(F)(F)F)CC(C2CC2)N3)s1 (configuration not stated) | -2 | 4 | -11 | 3.0 | -6 | -4 | -1 | -3 | 106
CC(=O)c1cccc(NC(=O)N2CCC(c3ccc(C)cc3)C2)c1 (configuration not stated) | -3 | 1 | 11 | 1.9 | -6 | 2 | -1 | -2 | 113
CCCC[C@H]1COCCS(=O)(=O)N1Cc1ccc(F)cc1 | 0 | -23 | -1 | -1.9 | -10 | -3 | 0 | -1 | 95
O=C(CCNC(=O)c1ccc(Br)cc1)Nc1cc(Cl)ccc1-n1cncn1 | -2 | 1 | 3 | -2.7 | 14 | -1 | 2 | 1 | 108
CC(C)Cn1c(=S)[nH]c2cc(Cl)ccc21 | -1 | 2 | 2 | 0.6 | -5 | -1 | 2 | 5 | 113
Cc1ccc(SCc2ccc(C(=O)N3CCCCC3)cc2)cc1 | -3 | 2 | 1 | -0.4 | -6 | 3 | 0 | 0 | 95
Cc1nn(Cc2ccccc2)c(C)c1NC(=O)c1ccc([N+](=O)[O-])cc1[N+](=O)[O-] | 1 | -6 | 1 | 2.2 | -16 | 1 | -4 | -102 | 119
COCCN(CC(=O)Nc1cccc(C)c1C)C(=O)Cc1cccs1 | · | · | · | -1.8 | 1 | -9 | · | 13 | 89
COC(=O)c1scc2c(Oc3ccccc3)cc(C(F)(F)F)nc12 | 3 | 7 | 3 | 0.5 | -12 | 0 | 6 | 4 | 105
O=C(CCN1C(=O)c2ccccc2C1=O)NCc1ccco1 | 0 | 1 | 6 | 0.1 | -9 | 0 | 2 | -9 | 104
Cc1cccc(CNc2ncnc3ccc(-c4ccccc4Cl)cc23)c1 | · | · | · | 2.6 | -7 | -1 | · | -6 | 90
CC1=N/C(=C\c2ccc3c(c2)OCO3)C(=O)N1c1ccc(C(=O)O)cc1 | 11 | -11 | 2 | -2.1 | -10 | -8 | 13 | 7 | 101
Cc1ccccc1-c1nc(CN2CCC(C(=O)NC3CCN(Cc4ccccc4)CC3)CC2)c(C)o1 | -5 | -6 | 6 | 0.8 | -11 | 1 | -4 | 5 | 97
O=C(Nc1nc(-c2ccc(-c3ccccc3)cc2)cs1)c1cnccn1 | 2 | 11 | 11 | -1.0 | 8 | 1 | 1 | -3 | 101
COc1ccc(/C=C/CN2CCN(CC(C)C)C(CCO)C2)cc1 (configuration not stated) | 1 | 6 | 6 | -1.6 | 0 | -1 | -1 | -2 | 100
CC1CCCN(C(=O)c2cc(N3C(=O)C4C5CCC(C5)C4C3=O)ccc2Cl)C1 (configuration not stated) | 0 | 1 | -1 | 2.6 | -1 | -3 | 2 | 7 | 96
CCOC(=O)C1=C(C)NC(=O)NC1c1ccc(OC)c(Cl)c1 (configuration not stated) | -3 | -2 | 8 | 0.8 | 10 | 2 | -1 | -20 | 105
CCC(=O)c1ccc(OCC(=O)Nc2ccccc2C(=O)N2CCCCC2)cc1 | -3 | -1 | -7 | 0.3 | 9 | -4 | 0 | -4 | 97
CCCCN(C(=O)C(C)Oc1ccc(Br)cc1)c1c(N)n(CC(C)C)c(=O)[nH]c1=O (configuration not stated) | · | · | · | 3.3 | 7 | -1 | · | 3 | 114
O=CN1CCN(C(=S)Nc2ccc(OC(F)F)cc2)CC1 | 3 | -1 | 5 | 1.0 | -4 | -3 | 3 | 5 | 101
CCCCSc1nnc(-c2ccccc2NC(C)=O)c(=O)[nH]1 | 1 | -2 | 0 | -3.0 | 3 | -3 | 3 | -5 | 96
O=[N+]([O-])c1ccc(O)c(/C=N/n2c(CO)nc3ccccc32)c1 | -1 | -6 | -7 | 2.0 | 5 | -4 | 6 | -5 | 108
Cc1nn(Cc2ccc(F)cc2)c(C)c1NC(=O)c1cnn2c1NC(c1ccccc1)CC2C(F)(F)F (configuration not stated) | 2 | 9 | 6 | 2.2 | 5 | -3 | 1 | -6 | 107
COC(=O)C(C)Oc1ccc(Cl)c(CN2OCC(C)(C)C2=O)c1 (configuration not stated) | -3 | 1 | -5 | 1.7 | -1 | 0 | -2 | -4 | 113
CCCOc1ccc(C2C3=C(CCCC3=O)N(CC(=O)O)C3=C2C(=O)CCC3)cc1OCC | -19 | 13 | 2 | -0.3 | -9 | -1 | -1 | -3 | 88
N#Cc1cccc(C#N)c1Oc1ccc(S(=O)(=O)Nc2ccccc2)cc1 | 11 | -1 | -1 | 3.7 | -2 | -1 | 0 | -1 | 118
O=C(CN1C(=O)S/C(=C/c2cccn2-c2ccc(O)cc2)C1=O)N1CCCC1 | -2 | -5 | 0 | 0.8 | -8 | -1 | 4 | -4 | 103
CC1CCN(CCCn2c(=S)[nH]c3ccccc3c2=O)CC1 | 4 | 0 | 5 | -2.0 | -19 | -2 | 4 | -5 | 70

Assay outcomes from PubChem.

Compounds were not picked by outcome (roughly 3.1% active in at least one column).
